TbREL1 primary: TbREL1 inhibition, primary screen. AID 1117264. P86926. TbREL1 RNA ligation, FRET fluorescence. inhibition, % at 9.66 µM. hit rate 0.49% among 89,000;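 active means inhibition above the mean inhibition across all screened compounds plus 3 SD, cut at about 11% in these data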;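 further: 0% = plate median of test wells and 100% = NSC42067 control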
Target sequence (P86926 whole entry, looked up): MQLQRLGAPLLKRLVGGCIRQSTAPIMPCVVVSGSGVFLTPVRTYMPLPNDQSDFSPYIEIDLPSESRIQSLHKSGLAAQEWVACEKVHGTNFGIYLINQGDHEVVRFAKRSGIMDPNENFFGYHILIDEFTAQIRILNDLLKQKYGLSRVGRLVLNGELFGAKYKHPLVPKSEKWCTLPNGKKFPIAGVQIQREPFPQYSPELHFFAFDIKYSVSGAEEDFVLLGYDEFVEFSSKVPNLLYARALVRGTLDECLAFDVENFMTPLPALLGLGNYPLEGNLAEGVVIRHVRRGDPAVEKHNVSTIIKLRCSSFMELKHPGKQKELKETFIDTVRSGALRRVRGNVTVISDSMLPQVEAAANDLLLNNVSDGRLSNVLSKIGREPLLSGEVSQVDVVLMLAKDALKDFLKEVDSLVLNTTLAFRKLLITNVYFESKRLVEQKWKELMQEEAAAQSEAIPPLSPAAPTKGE
An asterisk follows results filed as active.

SMILES,TbREL1 primary
CCCc1cc(C(N)=O)c(NC(C)=O)s1,1
COc1cccc(C2C3=C(CCCC3=O)Nc3nc(-c4cc(OC)c(OC)c(OC)c4)nn32)c1 (configuration not stated),-2
CC1(OC(=O)C2CCCC2)C(=O)C=C2C=C(c3ccsc3)N(C(CO)CO)C=C2C1=O (configuration not stated),-1
Cc1cc(N2CCOCC2)nc(-c2ccc([N+](=O)[O-])cc2)n1,0
Clc1ccc(Cn2c(-c3cccnc3Cl)nc3ccccc32)cc1,3
O=C(O)C(=Cc1ccccc1)Cc1ccccc1,7
COc1ccc(-n2nc3c(c2NC(=O)C2CCCC2)CS(=O)C3)cc1 (configuration not stated),-1
O=C(c1cc(COc2ccc3ncccc3c2)on1)N1CCCC(O)C1 (configuration not stated),0
CCCc1nc(-c2ccc(-c3ccc(F)cc3)cc2)no1,5
CCCCCCCCCCCCN1C/C(=C\C(=O)OCC)c2ccccc2S1(=O)=O,6

Arranged by value in TbREL1 primary (highest first): some entries from above
SMILES	TbREL1 primary
O=C(O)C(=Cc1ccccc1)Cc1ccccc1	7
CCCCCCCCCCCCN1C/C(=C\C(=O)OCC)c2ccccc2S1(=O)=O	6
COc1ccc(-n2nc3c(c2NC(=O)C2CCCC2)CS(=O)C3)cc1 (configuration not stated)	-1

Following part
SMILES,TbREL1 primary
Cc1cc(C)nc(N2CCCC(C(=O)Nc3ccc4nc(C)c(C)nc4c3)C2)n1 (configuration not stated),-2
CCCCOc1ccc(C(=O)NCC(=O)NCC(c2ccc(OC)cc2)N2CCCC2)cc1 (configuration not stated),-5
COC(=O)c1cccn(CC(=O)c2ccc(Cl)cc2)c1=O,1
O=C(NCc1ccco1)C1CCCN(S(=O)(=O)c2ccc(Cl)cc2)C1 (configuration not stated),-2
NNc1nc(-c2ccccc2Cl)nc2sc3c(c12)CCCC3,0
COC(=O)c1ccc(S(=O)(=O)N(CCO)Cc2ccccc2)n1C,6
Cc1ccc(-n2c(SCC(=O)c3ccc(O)c(O)c3)nnc2-c2ccccc2)cc1,-4
CCOCCCNC(=O)C1CCN(S(=O)(=O)N2CCCCC2)CC1,-1
CCCCCCN1C[C@H](O)[C@@H](n2cc(-c3ccc(F)cc3)nn2)C[C@@H]1c1ccccc1,3
CCOC(=O)c1sc(NC(=O)CCCn2nc([N+](=O)[O-])c(Cl)c2C)c(C(=O)OCC)c1C,4
CCCCCN(C(=O)CCc1cn(CCCCC)c2ccccc12)c1ccc(N(C)c2ccccn2)cc1,3
Cc1cc(C)c2[nH]c(=O)c(C(c3nnnn3Cc3ccc4c(c3)OCO4)N3CCCCC3)cc2c1 (configuration not stated),-1
COc1cccc(C(=O)NCCS(=O)(=O)N2CCC3(CC2)OCCO3)c1,0
COc1cc(CNC(C)C)ccc1OCC(=O)Nc1cccc2ccccc12,4
N#Cc1ccc(-c2nc3ccc(Cl)cn3c2Cc2ccsc2)cc1,1
Cc1ccc(NC(=O)CSc2nc(C)c(Cc3ccccc3)c(=O)[nH]2)cc1,-4
CCOC(=O)c1cccc(NC(=O)CCc2nc(-c3ccccc3F)no2)c1,2
CCCc1nc(C)c(-c2ccc(OC)c(OC)c2)c(=O)[nH]1,0
C=CCN1C(=O)C2(OCCCO2)c2cc(Cl)ccc21,-3
CC(C)CNC(=O)c1nn(Cc2ccccc2)c(=O)c2ccccc12,-1
O=C(/C=C/c1cccnc1)c1ccc([N+](=O)[O-])cc1,11*
CCc1nc2ccccc2n1CC(=O)N1CCN(S(=O)(=O)c2cccc(C(F)(F)F)c2)CC1,-4
COCCN(C(=O)CNC(=O)c1ccco1)C(C(=O)NC1CCCC1)c1ccc(OC)cc1 (configuration not stated),7
Cc1ccc(NC(=O)c2ccc(S(=O)(=O)NCc3ccco3)cc2)cc1,0
COc1ccccc1Nc1nnc(SCC(=O)NC2CC2)s1,3
O=C(NCCc1ccco1)c1cc(COc2cccc(C(F)(F)F)c2)on1,-1
O=C(CCNS(=O)(=O)c1ccc(Br)cc1)NCc1ccc2c(c1)OCO2,1
O=C(COC(=O)c1ccccc1NS(=O)(=O)c1cccs1)NC1CCCCC1,-2
O=C(CCNC(=O)Cn1cnc2ccccc2c1=O)NCC1COc2ccccc2O1 (configuration not stated),1
CCOc1ccccc1CNS(=O)(=O)c1ccc2c(c1)C(C)(C)C(=O)N2C,4
COCCC1CCCCN1C(=O)c1cc(COc2ccc(-n3cncn3)cc2)on1 (configuration not stated),2
CC(C)(C)OC(=O)C[C@@H]1C/C=C\C[C@@H](CC(=O)N(CCO)Cc2ccccc2)C(=O)NCCOC1=O,-1
CNCc1cc(Cl)cc(OC)c1OC(C)C,0
CCc1ccccc1S(=O)(=O)Cc1ccc(C(=O)NC(C)C)o1,3
COc1ccc(/C([O-])=C(/C(=S)Nc2ccc(C)c(C)c2)n2c[n+](C)c3ccccc32)cc1OC,-4
COc1cc(C)c(/C=C(\C#N)C(=O)Nc2cccc(C)c2)cc1C(C)C,3
Cc1ccc(NC(=O)NCCCN2CCOCC2)cc1,2
COc1cccc(COCCN2CCN(S(=O)(=O)c3ccc(C)cc3)CCC2=O)c1,-3
c1cncc(CNc2ccc3c(c2)OCO3)c1,-2
O=C(N1CCOCC1)N(Cc1ccccc1)c1ccccn1,-1

TbREL1 primary, entries above that show a hit
SMILES,TbREL1 primary
O=C(/C=C/c1cccnc1)c1ccc([N+](=O)[O-])cc1,11*

Continued.
SMILES,TbREL1 primary
Cc1ccc(C(=O)CSc2nccn2-c2ccccc2)cc1,-4
COc1ccc(-c2c(-c3cc(OC)cc(OC)c3)n(C)c3ccc(-c4cccc5[nH]ccc45)cc23)cc1,-2
O=C1NCCOC(=O)[C@H](Cc2ccc(F)cc2)C/C=C\C[C@H]1CC(=O)N(CCO)Cc1ccccc1,-3
c1coc(CSCc2cn3cccnc3n2)c1,6
CCC(=O)N1N=C(c2ccc(C)o2)CC1c1ccc(OC)cc1 (configuration not stated),4
CCCC1CCC2(CC1)CCC2OC(=S)NCc1ccc(Cl)cc1 (configuration not stated),-3
COc1ccc(/C(N)=N/OC(=O)c2ccc(Br)o2)cc1,0
CCS(=O)(=O)c1ccc(OC)c(N=Nc2ccc(O)c3ncccc23)c1,3
O=C1OCCC1Sc1ncnc2sc3c(c12)CCC3 (configuration not stated),-1
CC(C)N1CC(COc2ccccc2Cl)OC1=O (configuration not stated),1
CC(C)(C)c1ccc(NC(=O)c2ccc3c(c2)S(=O)(=O)c2ccccc2C3=O)cc1,2
C=CC[C@H](CC(=O)N(CCO)Cc1ccccc1)C(=O)N[C@H](COC(=O)[C@@H](CC=C)CC(=O)OC(C)(C)C)c1ccccc1,-2
O=C(NCCCCO)c1c(-c2ccccc2)oc2c1C(OCCCCCO)CCC2 (configuration not stated),3
C[C@H](NC(=O)c1ccc(Br)cc1)C(=O)NCc1ccc(S(N)(=O)=O)cc1,2
Cc1nc(SCC(C)C)[nH]c(=O)c1Cc1ccccc1,2
CCC1S/C(=N/N=C/c2cccs2)NC1=O (configuration not stated),1
CCCn1cnc2cc(NC(=O)c3cccs3)ccc21,3
O=C(Cc1ccc(NC(=O)C2CCCN(C(=O)CCc3ccccc3)C2)cc1)Nc1cccc(C(=O)N2CCCC2)c1 (configuration not stated),-1
O=C(Nc1ccnn1C1CCN(Cc2cccc(OCCO)c2)CC1)c1cccc(F)c1,0
O=C(NCc1ccco1)C(=O)NCc1ccccc1Cl,-2

Continued, starting with the last four of the part before.
SMILES,TbREL1 primary
CCCn1cnc2cc(NC(=O)c3cccs3)ccc21,3
O=C(Cc1ccc(NC(=O)C2CCCN(C(=O)CCc3ccccc3)C2)cc1)Nc1cccc(C(=O)N2CCCC2)c1 (configuration not stated),-1
O=C(Nc1ccnn1C1CCN(Cc2cccc(OCCO)c2)CC1)c1cccc(F)c1,0
O=C(NCc1ccco1)C(=O)NCc1ccccc1Cl,-2
CCn1c(SCC(=O)NC(=O)c2ccccc2OC)nc2ccccc21,0
COc1cccc(/C=C/C(=O)NNC(=O)c2ccco2)c1OC,-3
O=C(Nc1ccc(F)cc1)Nc1cnccn1,2
CC(=O)N1CCN(CC(=O)Nc2cc(S(=O)(=O)N3CCCCC3)ccc2C)CC1,-1
CCOC(=O)c1sc2nc(C)nc(Nc3ccccc3)c2c1C,8
O=C1CSc2ccc(C(=O)N3CCCC(C(=O)N4CCN(c5ccc(F)cc5)CC4)C3)cc2N1 (configuration not stated),2
COc1cccc(C(=O)NC2CCN(CC(=O)NCc3ccccc3OC)CC2)c1,4
Cc1cc(C)cc(NC(=O)CSc2nnc(-c3ccccc3Br)o2)c1,3
N#CC1(NC(=O)CN2C(=O)c3ccc([N+](=O)[O-])cc3C2=O)CCCCC1,0
O=C(OCc1cn(Cc2cccc(F)c2)nn1)N1CCOCC1,7

A few values from the list:
O=C(Nc1ccc(F)cc1)Nc1cnccn1 in TbREL1 primary → 2
N#CC1(NC(=O)CN2C(=O)c3ccc([N+](=O)[O-])cc3C2=O)CCCCC1 in TbREL1 primary → 0
O=C(OCc1cn(Cc2cccc(F)c2)nn1)N1CCOCC1 in TbREL1 primary → 7

(listing goes on)
SMILES,TbREL1 primary
COc1cc(C=O)ccc1OCc1c(C)noc1C,0
CCN1C[C@@H]2[C@@H]3C(=O)N(Cc4ccccc4)C(=O)[C@@H]3[C@](C)(C1=O)N2C(=O)c1ccc(Cl)cc1,-4
COc1ccccc1NS(=O)(=O)c1cc(NC(=O)c2cc(=O)[nH]c3ccccc23)ccc1N1CCOCC1,2
O=C(N/N=C/c1cccc(OC(=O)c2cccc(Br)c2)c1)c1cccnc1,1
c1ccc(-c2c[n+]3c(n2-c2ccccc2)SCC3)cc1,-1
Cc1cccc2c1N(C(=O)CN1C(=O)c3ccccc3C1=O)C(C)(C)c1ssc(=S)c1-2,-3
COc1ccc2c(c1)c(=O)c(C(=O)c1ccc(Cl)cc1)cn2CC(=O)Nc1ccc(F)cc1,3
O=C(NNC(=O)c1cc2ccccc2o1)c1ccncc1,1
COCCn1c(C)c(C(=O)O)sc1=S,-4
CC(NC(=O)COC(=O)/C=C/c1ccco1)c1ccccc1 (configuration not stated),0
O=Cc1ccc(-c2cc(Cl)ccc2Cl)[nH]1,-1
CCOC(=O)c1ccc(N/C=C\C(=O)c2cccc(OC)c2)cc1,-2
COc1ccc(CNC(=O)C2CCC(CNS(=O)(=O)c3ccccc3)CC2)cc1 (configuration not stated),5
CC(C)C(=O)Nc1ccc(N2CCCC2)c(Cl)c1,-1
CCN(CC)c1nc(Oc2ccc(C(=O)OC)cc2)nc(N2CCOCC2)n1,-1
CC(=O)Nc1cc(-c2nn(C)c(=O)c3ccccc23)ccc1N1CCCCC1,-1
CCCCOc1ccc(-c2nnn(C(C)C(=O)OCC)n2)cc1 (configuration not stated),-3
O=C(CC1(O)C(=O)N(Cc2cccc3ccccc23)c2ccccc21)c1cccnc1 (configuration not stated),1
COc1ccc(N2CCN(C(=O)c3cc4c(-c5ccc(Cl)cc5)nn(C)c4s3)CC2)cc1,-6
Cc1ccc(-c2nnc(SCC(=O)Nc3nccs3)n2N)cc1,-1
Cc1ccc(Cn2c(C(C)Nc3nc(-c4ccc(F)cc4)cs3)nc3cc(C(F)(F)F)ccc32)cc1 (configuration not stated),1
Cc1ccc(S(=O)(=O)n2nc(OC(=O)C3CCCCC3)cc2N)cc1,2
CCO[C@@H]1OC(C(=O)N2CCCCCCC2)=C[C@H](C2CCCCC2)[C@H]1CCCO,1
CN(C)CCC1(C2=CCCC2)CC/C(=C/c2ccc(Cl)cc2)C1=O (configuration not stated),11
COc1cccc(-c2cc(C(F)(F)F)nc(-n3cc(C)cn3)n2)c1,0
COc1ccc(C(=O)Nc2nnc(S(=O)(=O)N(C)Cc3ccccc3)s2)cc1,1
CCC[C@H]1[C@@H](OC(=O)NCc2cccnc2)CC[C@@]23CCCN2C(=O)CCC[C@@H]13,0
COc1cc2c(cc1OC)[C@H](Cc1ccc(O)cc1)NCC2,-3
Cc1c(NC(=O)C2(C)CCCCC2)c(=O)n(-c2ccccc2)n1C,6
Nc1ccc(S(=O)(=O)N2CCCc3ccccc32)cc1,-2
O=C1CCC[C@H]2C[C@H](NCc3ccc(F)cc3F)CC[C@]23CCCN13,1
O=C(NC(c1ccccc1)c1ccccc1)N1CCN(CCO)CC1,-1
Cc1nc(-c2nnc(SCC(=O)Nc3cc(C(F)(F)F)cc(C(F)(F)F)c3)n2C)cs1,5
COC(=O)C1=C(C)N(Cc2ccc(C(F)(F)F)cc2)C(=NCc2ccccc2C(F)(F)F)NC1c1ccc(Cl)cc1 (configuration not stated),11*
CCn1c2ccccc2c2cc(NC(=O)COC(=O)c3cc(F)ccc3F)ccc21,2
COc1cc2nc(CN3CCC(Cc4ccccc4)CC3)[nH]c(=O)c2cc1OC,-1
C/C=C\C=C/C(=O)Nc1cccc(C2=NOC3(C2)C[C@@H](C(N)=O)N(C(=O)COc2ccc(Cl)cc2)C3)c1 (some centres not stated),-1
COc1ccccc1CCNC(=O)C1CCC(=O)N(C2CCCCCC2)C1 (configuration not stated),4
CC(C)[C@H](NC(N)=O)C(=O)Nc1cccc([N+](=O)[O-])c1,2
O=C(CSc1nnc(-c2ccco2)n1-c1ccc(Cl)cc1)Nc1cccc2ccccc12,7
Cc1ccc(CNC(=S)Nc2cc(C)ccc2OC(F)F)cc1,-10
CCOC(=O)Cn1nc(-c2ccc(Cl)cc2)ccc1=O,1
CCCOc1ccc(-c2cc(C(C)=O)c3n(c2=O)CCC3)cc1,2
COc1cc(OC)cc(C(=O)N2CCN(S(=O)(=O)c3ccc4c(c3)OCCO4)CC2)c1,7
Cc1cccc(NC(=S)NCC2CCCO2)c1 (configuration not stated),0
COc1ccc2c(c1)C(=O)N(c1ccccc1)C(=O)C2,-1
CCCn1c(SCC(=O)Nc2cccc(NC(C)=O)c2)nnc1C(C)C,6
COc1cc(OC)c(-c2nn3c(-c4ccco4)nnc3s2)cc1OC,3
CCSc1nc2c(c(=O)[nH]1)C(c1ccncc1)C(C(=O)OC(C)C)=C(C)N2 (configuration not stated),0
Cn1c2ccccc2c2cnn(CC(=O)Nc3ccccc3Br)c(=O)c21,-2

These rows are one share of the data; rates above refer to the full screens.
